Compound activity as filed in PubChem BioAssay.
IDE act – IDE (human) activation, cell-based; hit rate 0.073% among 340,000; activation, % at 5.96 µM; AID 493087; HEK cells, FAbeta-B cleavage, fluorescence polarization; 0% vehicle, 100% cell-free pure enzyme wells;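 active = activation above the mean of all tested compounds plus 3 SD, set per screening campaign, cut at about 17% in these data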
Target sequence (P14735 whole entry, looked up): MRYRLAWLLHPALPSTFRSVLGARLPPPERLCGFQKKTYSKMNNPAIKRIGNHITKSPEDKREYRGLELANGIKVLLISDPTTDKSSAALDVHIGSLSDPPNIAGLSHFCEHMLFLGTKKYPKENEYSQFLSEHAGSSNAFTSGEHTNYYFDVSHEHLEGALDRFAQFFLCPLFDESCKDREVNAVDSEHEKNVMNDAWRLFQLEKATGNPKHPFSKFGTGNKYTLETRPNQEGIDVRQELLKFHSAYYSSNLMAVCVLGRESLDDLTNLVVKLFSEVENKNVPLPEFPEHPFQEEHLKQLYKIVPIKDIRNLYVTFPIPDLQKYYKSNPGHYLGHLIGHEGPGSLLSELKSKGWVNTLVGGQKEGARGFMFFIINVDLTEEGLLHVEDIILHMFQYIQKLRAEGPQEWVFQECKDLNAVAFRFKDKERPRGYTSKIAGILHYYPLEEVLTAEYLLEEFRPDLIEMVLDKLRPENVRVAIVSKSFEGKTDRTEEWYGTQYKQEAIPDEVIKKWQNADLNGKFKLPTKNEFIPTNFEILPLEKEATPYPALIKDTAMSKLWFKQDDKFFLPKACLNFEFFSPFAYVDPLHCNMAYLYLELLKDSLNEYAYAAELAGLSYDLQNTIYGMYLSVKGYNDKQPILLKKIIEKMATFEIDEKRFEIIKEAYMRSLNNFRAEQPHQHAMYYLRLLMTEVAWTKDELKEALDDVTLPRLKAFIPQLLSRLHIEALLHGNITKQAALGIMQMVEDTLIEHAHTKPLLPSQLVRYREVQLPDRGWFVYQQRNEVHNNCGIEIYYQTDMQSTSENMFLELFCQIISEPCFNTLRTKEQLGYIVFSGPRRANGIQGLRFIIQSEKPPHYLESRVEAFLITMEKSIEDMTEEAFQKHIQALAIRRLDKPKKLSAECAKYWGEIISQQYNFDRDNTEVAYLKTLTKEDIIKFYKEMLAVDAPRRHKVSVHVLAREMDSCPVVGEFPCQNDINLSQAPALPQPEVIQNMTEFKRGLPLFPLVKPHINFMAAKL
IDE inh – inhibits human insulin-degrading enzyme in HEK cells; P14735; FAbetaB cleavage, fluorescence polarization; hit rate 0.41% among 320,000; inhibition, % at 5.59 µM;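 active = percent inhibition above the average of all tested compounds plus 3 SD, set per screening campaign, cut at about 16% in these data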;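 note: IDE supplied by intact live HEK cells; FP after avidin binding of uncleaved biotin substrate so inhibition keeps polarization high; 0% = DMSO wells and 100% = 60 µM reference IDE inhibitor Ii1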
Active calls of the source: *.

SMILES | IDE act | IDE inh
CC(=O)c1ccc(-c2ccc(C(=O)N(C)c3c(N)n(Cc4ccccc4)c(=O)[nH]c3=O)o2)cc1 | 1 | -2
O=C(Nc1nccs1)c1nc[nH]c1C(=O)NCc1ccccc1 | 3 | 1
Cc1ccc(S(=O)(=O)N(C)C[C@H]2Oc3c(NC(=O)Nc4cccc5ccccc45)cccc3C(=O)N([C@@H](C)CO)C[C@@H]2C)cc1 | -3 | -3
COc1ccccc1CCNS(=O)(=O)CCNC(=O)c1ccc2c(c1)OCO2 | -1 | 2
Nc1ccccc1C(=O)NCCCN1CCN(c2cccc(Cl)c2)CC1 | 3 | 6
CCCCn1c(N)c(N(Cc2ccccc2OC)C(=O)CN2C(=O)NC(C)(c3ccccc3)C2=O)c(=O)[nH]c1=O (stereo not given) | -3 | 9
COc1ccccc1NC(=O)CSc1nccc(-c2ccco2)n1 | -4 | -3
Cc1cc2oc3ccc(NCCC4CCCN4C)cc3c(=O)c2cc1C (stereo not given) | -3 | 0
Cc1ccc(C)c(S(=O)(=O)N2CCCCC2CCNC(=O)C(=O)NCc2ccccc2)c1 (stereo not given) | 4 | 1
CC(C)(C)OC(=O)NCCCCCNC(=O)c1nc[nH]c1C(=O)NCc1ccc(CNC(=O)OC(C)(C)C)cc1 | -4 | 0
CC(C)NC(=O)CSc1ccccc1C(=O)NNC(=O)Cn1ccc(C(F)(F)F)n1 | 10 | 2
Cc1ccc(Cl)c(NC(=O)COC(=O)C2CCC2)c1Cl | 2 | 5

The last 5 compounds of the part before come first, to join the parts.
SMILES | IDE act | IDE inh
Cc1cc2oc3ccc(NCCC4CCCN4C)cc3c(=O)c2cc1C (stereo not given) | -3 | 0
Cc1ccc(C)c(S(=O)(=O)N2CCCCC2CCNC(=O)C(=O)NCc2ccccc2)c1 (stereo not given) | 4 | 1
CC(C)(C)OC(=O)NCCCCCNC(=O)c1nc[nH]c1C(=O)NCc1ccc(CNC(=O)OC(C)(C)C)cc1 | -4 | 0
CC(C)NC(=O)CSc1ccccc1C(=O)NNC(=O)Cn1ccc(C(F)(F)F)n1 | 10 | 2
Cc1ccc(Cl)c(NC(=O)COC(=O)C2CCC2)c1Cl | 2 | 5
CN(C(=O)CSc1nnnn1C)C1(C#N)CCCCC1 | 3 | -2
COc1ccc(C(Sc2ccccc2)c2ccccc2)cc1OC (stereo not given) | -2 | 3
O=C(NCCC1CCCCN1S(=O)(=O)c1ccc(F)cc1)C(=O)NC1CC1 (stereo not given) | 4 | -3
O=C(CN1C(=O)C(=O)N(CCC2=CCCCC2)C1=O)Nc1ccc(F)cc1F | 0 | -4
CCN(c1ccccc1)S(=O)(=O)c1ccc(OCC(=O)N2CCCC2)cc1 | 0 | -4
O=C(COC(=O)c1cnccn1)Nc1ccc(Cl)cn1 | -2 | 4
CCOc1ccc(CCNC(=O)COC(=O)c2ccncc2)cc1OCC | 1 | -4
CC(Sc1ccccn1)C(=O)NC1CCCC1 (stereo not given) | 1 | 2
Cc1ccc(S(=O)(=O)N2CCOCC2)cc1NC(=O)COC(=O)C1(C)CC1(Cl)Cl (stereo not given) | -3 | -2
Cc1cc2c(cc(C(=O)OC(C(=O)NC3CCCCC3)C(C)C)n2C)o1 (stereo not given) | 5 | 4
Cc1cccc(C)c1NC(=O)CNC(=O)c1ccc(COc2ccccc2)o1 | -5 | 3
CC1CCCC(C)N1C(=O)COC(=O)c1cc(F)c(F)cc1Cl (stereo not given) | 3 | 4

Another view of some results above:
IDE act | IDE inh | Molecule
0 | -4 | CCN(c1ccccc1)S(=O)(=O)c1ccc(OCC(=O)N2CCCC2)cc1
-2 | 4 | O=C(COC(=O)c1cnccn1)Nc1ccc(Cl)cn1

(further entries)
SMILES | IDE act | IDE inh
Cc1ccc(S(=O)(=O)N(C)CC(=O)Nc2ccccc2N2CCCC2)cc1 | 0 | -7
CN(C(=O)c1ccc(NC(=O)Cc2cccc(NC(=O)C3CCN(C(=O)C4CC4)CC3)c2)cc1)C1CCCC1 | 1 | 1
COCCn1c(C)cc(C(=O)CSc2nnc(C3CC3)n2C2CC2)c1C | 3 | -1
O=C(CN1CCN(C(=O)c2cccc(-n3cnnn3)c2)CC1)Nc1ccccc1Cl | 3 | 3
O=C(Oc1ccc(-c2nnco2)cc1)c1ccc(F)c(S(=O)(=O)N2CCOCC2)c1 | 1 | 3
COc1ccccc1N(C)S(=O)(=O)c1ccc(C(=O)N2CCCC(C(F)(F)F)C2)cc1 (stereo not given) | 4 | 4
Cc1ccc(CNC(=O)c2ccc(N3CCC4(CC3)CC(c3ccccc3)=NO4)c(NC(=O)c3c(Cl)cccc3Cl)c2)cc1 | -3 | 0
Nc1c(Cl)c(Cl)nc(C(=O)OCC(=O)NCc2ccccc2)c1Cl | 6 | 6
COc1ccc([C@H]2/C=C\CN(C(=O)[C@H](Cc3ccccc3)NC(=O)OCC3c4ccccc4-c4ccccc43)CC(=O)N2Cc2ccc(F)cc2)cc1 | 0 | 0
CC1Cc2ccccc2N1C(=O)COC(=O)CSc1ccc(F)cc1 (stereo not given) | 2 | -2
CC(OC(=O)Cn1cnc2c1c(=O)n(C)c(=O)n2C)C(=O)NCc1ccccc1 (stereo not given) | 0 | -3
Cc1cnc(C(=O)OCC(=O)Nc2cc(-c3ccccc3)nn2-c2ccccc2)cn1 | 5 | 1
CCN1C(=NCc2cc(OC)c(OC)c(OC)c2)N[C@@H](c2ccccc2)C(C(=O)OC)=C1C | 2 | 4
O=C(NCc1ccco1)C1CC(c2ccc(C(F)(F)F)cc2)=NO1 (stereo not given) | 1 | -1
COc1ccccc1NS(=O)(=O)c1ccc(C(=O)N2CCN(c3ccccc3O)CC2)cc1 | 10 | 7
Cc1ccc(NC(=O)COC(=O)CCn2c(C)csc2=O)cc1S(=O)(=O)N1CCOCC1 | 2 | 2
Cc1cc(SCC(=O)NC2(C#N)CCCCC2)nc2c(C)cccc12 | 2 | 0
Cc1cc(Br)c(NC(=O)COC(=O)c2ccc[n+]([O-])c2)c(Br)c1 | 2 | -4
COCCN(Cc1nc2ccccc2c(=O)[nH]1)C(=O)COc1c(C)cc(Cl)cc1C | 1 | 5
C[C@@H]1CN([C@H](C)CO)C(=O)Cc2cc(NS(=O)(=O)c3ccc(F)cc3)ccc2O[C@H]1CN(C)Cc1ccc(C(=O)O)cc1 | 0 | 2
CCN(C[C@H]1N[C@@](Cc2ccccc2)(C(=O)OC)[C@H]2C(=O)N(C)C(=O)[C@@H]12)S(=O)(=O)c1ccc(C(C)(C)C)cc1 | -2 | 5
CC(=O)c1ccc(N2CCN(C(=O)CN3C(=O)NC4(CCCCC4)C3=O)CC2)c(F)c1 | 0 | -1
Cc1ccc(S(=O)(=O)N2CCOC23CCN(C(=O)C(=O)NCc2ccccc2)CC3)cc1 | -3 | 2
C=CC[C@@H](CC(=O)N[C@H](CO)Cc1ccccc1)C(=O)NC[C@@H](OC(=O)[C@@H](CC=C)Cc1ccc(F)cc1)c1ccccc1 | 3 | -4
O=C(COC(=O)CCC1CCCC1)Nc1ccccc1Br | 1 | 5
C[C@H](OC(=O)c1[nH]cnc1C(=O)N1CCN(C(=O)OC(C)(C)C)CC1)c1ccccc1 | -3 | 2
COC(=O)C1CCN(C(=O)COC(=O)C2CCN(S(=O)(=O)c3c(Cl)cccc3Cl)CC2)CC1 | 1 | -1
CCc1ccccc1OCC(=O)Nc1cccc(S(=O)(=O)NC2=NCCCCC2)c1 | -1 | -3
COc1ccc(C(=O)c2nccc3cc(OC)c(OC)cc23)cc1OC | 4 | 10
CC(=O)C[C@@H](O)CC(=O)[C@@H]1OC(=O)[C@@H](C)C/C=C\Cc2ccccc21 | 9 | -3
Cc1noc(C)c1NC(=O)N(C)C[C@@H]1Oc2c(NC(=O)c3ccncc3)cccc2C(=O)N([C@H](C)CO)C[C@@H]1C | 0 | -3
Cc1ccc(S(=O)(=O)N(C)CC(=O)OCC(=O)c2ccc3c(c2)NC(=O)CO3)cc1 | 4 | 5
Cc1ccc(NC(=O)c2ccc(S(=O)(=O)N3CCC(C)CC3)cc2)nc1 | 0 | 6
Cc1cccc(C)c1NC(=O)c1ccc(OCc2c(C)noc2C)cc1 | 1 | -1
COc1ccc(S[C@@H](CCN2CC[C@H](O)CCC2=O)c2ccccc2)cc1 | -24 | 9
O=C(CCC(=O)N1CCN(S(=O)(=O)c2ccc([N+](=O)[O-])cc2)CC1)N1CCOCC1 | -7 | 2
Cc1ccc(C)c(S(=O)(=O)N2CCCCC2CCNC(=O)C(=O)NCc2ccccn2)c1 (stereo not given) | 1 | 3
CC(C)N(Cc1ccccc1)C(=O)COC(=O)c1cc[n+]([O-])cc1 | 6 | 3
Cc1ccc(C(=O)Nc2ccccc2N2CCCC2)cc1S(=O)(=O)N1CCOCC1 | 0 | -4
CC(C)(C)N(Cc1ccccc1)C(=O)CN1C(=O)NC2(CCCCCC2)C1=O | 0 | -2
Cc1ccc(C(CNS(=O)(=O)c2ccc(F)cc2)N2CCN(C)CC2)cc1 (stereo not given) | 2 | 1
Cc1ccc(C(=O)NNC(=O)COC(=O)COc2ccccc2C#N)cc1 | -7 | -3
CC(C)Cc1ccc(C(C)NC(=O)Cc2ccc(S(=O)(=O)N3CCOCC3)s2)cc1 (stereo not given) | 0 | -6
CC(NC(=O)COC(=O)c1ccc(CO)cc1)C1CC2CCC1C2 (stereo not given) | -1 | 2
COC/C=C/C1=CC2=CC(=O)C(C)(OC(=O)c3cnc4ccccc4n3)C(=O)C2=CN1CCOC (stereo not given) | -2 | -1
CC(C)c1ccc(OC(=O)c2ccc3c(=O)n4c(nc3c2)CCC4)cc1 | -2 | 4
Cc1c[n+]([O-])cc(C)c1Oc1ccccc1 | -3 | 0
O=C1CC2(CCCC2)Oc2ccccc21 | 5 | 7

The last 3 entries of the section above are carried over, then new ones follow.
SMILES | IDE act | IDE inh
CC(C)c1ccc(OC(=O)c2ccc3c(=O)n4c(nc3c2)CCC4)cc1 | -2 | 4
Cc1c[n+]([O-])cc(C)c1Oc1ccccc1 | -3 | 0
O=C1CC2(CCCC2)Oc2ccccc21 | 5 | 7
N#Cc1ccc(OCC(=O)N2CCN(S(=O)(=O)c3cccc(Cl)c3)CC2)cc1 | 1 | -2
CC(OC(=O)c1nccnc1N)C(=O)Nc1ccc(S(=O)(=O)N2CCCC2)cc1 (stereo not given) | 3 | 4
O=[N+]([O-])c1ccc(Cc2ccccn2)c([N+](=O)[O-])c1 | 0 | 5
CCOc1ccc(S(=O)(=O)NCCc2ccccn2)cc1 | -1 | 4
CN(Cc1ccc(C(C)(C)C)cc1)C(=O)C1CCN(C(=O)Nc2ccccc2)CC1 | 5 | -5
CN(C(=O)CSc1cc(Cl)ccc1Cl)C1CCS(=O)(=O)C1 (stereo not given) | 3 | 7
CCOC(=O)[C@H]1[C@H]2COc3ccc(Cl)cc3[C@@H]2N2C(=O)CN(CC3CCCO3)C(=O)[C@@]12C (stereo not given in full) | 2 | 3
O=C(Nc1ccccc1N1CCOCC1)c1cc(Cl)c2c(c1)OCO2 | -1 | 3
OCCCn1c(C2CCCN2c2nc(-c3ccc(F)cc3)cs2)nc2cc(C(F)(F)F)ccc21 (stereo not given) | 4 | -1
O=C(CN1CCN(S(=O)(=O)c2ccc(F)c(Cl)c2)CC1)N1CCc2ccccc21 | 6 | 1
CN(Cc1ccccc1)C(=O)COC(=O)C12CC3CC(CC(Br)(C3)C1)C2 | 4 | 3
Cc1ccccc1NC(=O)Cc1nc(COC(=O)CCC(=O)c2ccccc2)cs1 | 2 | 1

Three entries from above, reformatted:
Every second line gives: IDE act, IDE inh
> OCCCn1c(C2CCCN2c2nc(-c3ccc(F)cc3)cs2)nc2cc(C(F)(F)F)ccc21 (stereo not given)
  4, -1
> CC(OC(=O)c1nccnc1N)C(=O)Nc1ccc(S(=O)(=O)N2CCCC2)cc1 (stereo not given)
  3, 4
> CN(Cc1ccc(C(C)(C)C)cc1)C(=O)C1CCN(C(=O)Nc2ccccc2)CC1
  5, -5

Next entries.
SMILES | IDE act | IDE inh
O=C(CN1C(=O)NC2(CCCC2)C1=O)Nc1nc(-c2ccc(F)c(F)c2)cs1 | 5 | -2
CCC1Nc2ncnc(N3CCN(c4ccccn4)CC3)c2N(Cc2ccc(Cl)cc2)C1=O (stereo not given) | 2 | -2
Cc1ccc(C)c(NC(=O)c2ccc3c(=O)n4c(nc3c2)CCC4)c1 | 4 | -2
Cc1cnc(C(=O)OC(C)C(=O)Nc2ccc(Cl)cn2)cn1 (stereo not given) | -2 | -1
CC1CN(S(=O)(=O)c2ccc(C(=O)Nc3ccccc3F)cc2)CC(C)O1 (stereo not given) | 5 | 5
COc1ccc(-c2nn(Cc3ccccc3)cc2C(=O)N2CCN(c3ccccn3)CC2)cc1OC | 6 | 1
OCC[C@@H]1C[C@H](O)[C@@H](O)[C@@]2(CCCO2)O1 | 3 | 8
CCOC(=O)c1ccc(-c2c(-c3ccc(OC)cc3)oc(=O)c3cc(OC)c(OC)cc23)cc1F | -6 | 4
COc1ccc(CCC(=O)Nc2cc3c4c(c2)CC(=O)N4CCC3)cc1 | -2 | 3
CC1CCCC(C)N1C(=O)COC(=O)c1cc([N+](=O)[O-])ccc1N1CCOCC1 (stereo not given) | 2 | 5
N#Cc1ccc(CN2CCN(C(=O)c3cc(Cl)c4c(c3)OCCO4)CC2)cc1 | 3 | -1

Not all compounds are listed. The share of hits here may be higher or lower than overall.
